Compound activity from PubChem BioAssay.
RGS4 inhibitor: inhibitors of human regulator of G protein signaling 4; P49798; Transcreener GDP fluorescence polarization, RGS4-accelerated GTP hydrolysis; Potency, µM (highest dose often 114 µM), without a hit: top-dose activity change, negative = inhibition, actives largely listed as inhibitors; hit rate 0.039% among 390,000; also: % is scaled to controls: 0 for no effect and ±100 for the full control effect; nearly all actives have a fitted effect of over 75% in size; some results filed as inactive show a strong effect at the top dose
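MLSMR compounds (23 nl, pin-transferred) preincubated 10 min at room temperature with a 500nM (2x) first reagent, then RGS4 at 900nM (2x) plus Transcreener GDP mix added; fluorescence polarization (620/688 nm) read before and after 90 min at 30 °C.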
ERG-DNA inh: blocks human ERG Ets domain binding to DNA. P11308. fluorescence polarization, His-ERG Ets domain / labelled DNA. Potency, µM (highest dose often 76.9 µM), without a hit: top-dose FP activity, negative = inhibition, hits mostly inhibitors. hit rate 0.028% among 370,000. AID 624246; active = well fitted inhibition curve with a large enough effect in the polarisation, with a control signal flat; inconclusive = small, poorly fitted or top-dose-only effect, or effect the other way, or a change in a side signal; inactive = no such curve, though single readings can be large or run the other way; the % refers to the polarisation;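 also: polarization taken with two DNA probes labelled with fluorescein and Texas red; % of control where 0% means no effect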
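His-tagged ERG Ets domain (1 uM in the protein solution; 300mM KCl, 50mM Tris-HCl, 1mM EDTA, 1mM DTT, pH 7.5) received compound, then a probe mix of 5 nM fluorescein-DNA and 100nM Texas-615-DNA. Fluorescence polarization was read for both dyes.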
PGK inhibitor: inhibitors of T. brucei phosphoglycerate kinase. hit rate 0.043% among 380,000. P07378. PGK/GAPDH coupled, Kinase-Glo luminescence, 60 min. Potency, µM (series often up to 57.5 µM), for the others: at the highest dose activity change, negative = inhibition, actives largely listed as inhibitors; also: % is scaled to controls: 0 for no effect and ±100 for the full control effect; nearly all actives have a fitted effect of over 60% in size
Target sequence (P07378 whole entry, looked up): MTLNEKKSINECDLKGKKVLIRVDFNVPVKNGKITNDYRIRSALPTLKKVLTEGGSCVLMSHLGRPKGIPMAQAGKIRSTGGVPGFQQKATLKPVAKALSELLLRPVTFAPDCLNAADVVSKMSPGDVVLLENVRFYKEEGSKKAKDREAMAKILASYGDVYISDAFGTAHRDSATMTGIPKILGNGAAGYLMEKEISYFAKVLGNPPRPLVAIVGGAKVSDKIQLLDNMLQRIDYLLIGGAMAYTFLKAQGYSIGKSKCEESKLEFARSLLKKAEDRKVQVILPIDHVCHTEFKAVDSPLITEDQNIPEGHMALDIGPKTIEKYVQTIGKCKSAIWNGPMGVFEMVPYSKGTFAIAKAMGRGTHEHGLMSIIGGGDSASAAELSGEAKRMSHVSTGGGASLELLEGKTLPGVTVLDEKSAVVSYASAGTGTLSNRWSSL
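Luminescent ATP detection (Kinase-Glo Plus) follows a 60-minute room-temperature incubation, with wells lacking PGK as controls. Buffer: 100 mM TEA (pH 7.6), 5 mM MgCl2, 0.01% Tween-20. Coupling enzyme GAPDH (100 nM final) supplies unstable 1,3-BPG in-well.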
Pin1 inhibitor: inhibitors of human Pin1; Q13526; Pin1 FP peptide displacement, HiFluor488, 10 min; Potency, µM (doses to about 115 µM), inactives show at the highest dose activity, negative = inhibition, usual class: inhibitors; hit rate 0.009% among 390,000; AID 504891; active = well fitted inhibition curve with a large enough effect in the polarisation, with a control signal flat, not every such curve was filed as active; inconclusive = small, poorly fitted or top-dose-only effect, or effect the other way, or a change in a side signal; inactive = no such curve, though single readings can be large or run the other way; the % refers to the polarisation; also: % is scaled to controls: 0 for no effect and ±100 for the full control effect
JMJD2A Tudor: inhibitors of human JMJD2A Tudor domain | AID 504339 | hit rate 4.4% among 390,000 | Potency, µM (titrated, usually from 114 µM), without a hit: at the top dose activity change, negative = inhibition, most hits filed as inhibitors | AlphaScreen JMJD2A-Tudor / H3K4me3 peptide binding | O75164; also: % is scaled to controls: 0 for no effect and ±100 for the full control effect; nearly all actives have a fitted effect of over 50% in size
GLS inhibitor: blocks human kidney-isoform glutaminase activity; GLS enzymatic activity, qHTS titration; Potency, µM (top dose mostly 45.5 µM), without a hit: at the top dose activity change, negative = inhibition, actives largely listed as inhibitors; hit rate 0.21% among 410,000; AID 624170; also: % is scaled to controls: 0 for no effect and ±100 for the full control effect
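Assay buffer: 45 mM KH2PO4 pH 8.2, 0.02% Tween-20. hKGA acts on L-glutamine (1 mM solution added); product glutamate is reported by an oxidase/peroxidase Amplex Red coupling, with fluorescence taken at baseline and 30 min.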
HP1b chromo inh: HP1-beta chromodomain-methylated histone interaction inhibition | P83916 | AlphaScreen HP1-beta / biotin-H3K9me3 peptide binding | Potency, µM (highest dose often 114 µM), for inactives: at the top dose activity change, negative = inhibition, usual class: inhibitors | hit rate 0.56% among 390,000; also: nearly all actives have a fitted effect of over 70% in size; inactives centre near 23
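Compound inhibition of the preformed complex between 50 nM HP1-beta and 50 nM biotinylated H3K9me3 peptide was read by AlphaScreen. Buffer was PBS pH 7.4 with 0.01% Tween-20. Incubations ran 30 min at room temperature, with 10 ug/mL donor/acceptor beads.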
12-LOX inh: blocks human arachidonate 12S-lipoxygenase. purified 12hLO, xylenol orange hydroperoxide absorbance. Potency, µM (doses to about 108 µM), inactives show at the highest dose activity change, negative = inhibition, usual class: inhibitors. hit rate 1.1% among 580,000; also: % is scaled to controls: 0 for no effect and ±100 for the full control effect
Target sequence (P18054 whole entry, looked up): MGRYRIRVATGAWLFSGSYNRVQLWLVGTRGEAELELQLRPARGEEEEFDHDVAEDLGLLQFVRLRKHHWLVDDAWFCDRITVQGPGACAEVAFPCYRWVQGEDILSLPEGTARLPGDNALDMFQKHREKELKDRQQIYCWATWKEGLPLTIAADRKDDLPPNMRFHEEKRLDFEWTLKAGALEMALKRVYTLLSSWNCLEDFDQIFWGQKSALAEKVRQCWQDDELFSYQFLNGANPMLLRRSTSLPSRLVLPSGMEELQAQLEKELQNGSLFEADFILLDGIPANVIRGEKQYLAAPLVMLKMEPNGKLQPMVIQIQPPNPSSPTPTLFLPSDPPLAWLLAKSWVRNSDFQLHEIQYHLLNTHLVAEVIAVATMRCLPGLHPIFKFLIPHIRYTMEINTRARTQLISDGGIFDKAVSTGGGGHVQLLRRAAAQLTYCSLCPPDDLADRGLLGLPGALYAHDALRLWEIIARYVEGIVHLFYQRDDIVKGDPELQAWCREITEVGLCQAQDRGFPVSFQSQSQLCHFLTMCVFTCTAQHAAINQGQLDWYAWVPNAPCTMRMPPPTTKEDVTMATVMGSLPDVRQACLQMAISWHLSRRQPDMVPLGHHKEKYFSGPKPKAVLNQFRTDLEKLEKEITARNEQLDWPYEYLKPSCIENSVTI
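Hydroperoxide product was detected by ferrous iron/xylenol orange as the 573 to 405 nm absorbance ratio. Arachidonic acid at 40 uM (final) was turned over for 30 min at room temperature by 150 nM human 12hLO, pH 7.0 Hepes buffer, after 15 min compound preincubation.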
rTrxR1 inhibitor: rat TrxR1 inhibition. O89049. Potency, µM (top dose mostly 114 µM), without a hit: at the top dose activity change, negative = inhibition, most hits filed as inhibitors. AID 588453. recombinant rTrxR1, NADPH fluorescence consumption, selenite substrate. hit rate 1% among 390,000; also: % is scaled to controls: 0 for no effect and ±100 for the full control effect; nearly all actives have a fitted effect of over 65% in size
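Rat TrxR1 (90 nM in the dispensed reagent) was pre-reduced with 400 uM NADPH for 5 min at room temperature, then incubated with compound for 15 min. After 400 uM selenite was added, NADPH fluorescence (Ex 340/Em 450 nm) was followed for 8 min.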
Starred values were filed as active, the others as inactive; & = joins results of further samples; [ ] = remark or other dose. Unless noted, calls follow the shape of the dose curve; as a rule, active = well fitted curve in the direction sought with a large enough effect; inconclusive = small, poorly fitted or top-dose-only effect, or another doubt; inactive = no such curve, though single readings can be large; an effect the other way counts as inactive or inconclusive. Potency is read from the fitted curve at half-maximal effect. A portion of the library, so the mix of outcomes need not match the whole.

For CC(C)C[C@H](NC(=O)c1[nH]cnc1C(=O)N[C@@H](C)C(=O)OCc1ccccc1)C(=O)OCc1ccccc1 the results were RGS4 inhibitor 9%, ERG-DNA inh 6%, PGK inhibitor inactive, Pin1 inhibitor inconclusive, JMJD2A Tudor -31%, GLS inhibitor 1%, HP1b chromo inh 37%, 12-LOX inh 27% and rTrxR1 inhibitor 26%.
`COc1ccc(-c2noc(C3CCCN(S(=O)(=O)c4cccc(Cl)c4)C3)n2)cc1OC` (stereo not given) gave RGS4 inhibitor -17%, ERG-DNA inh -7%, PGK inhibitor -7%, Pin1 inhibitor 4%, JMJD2A Tudor -13%, GLS inhibitor 5%, HP1b chromo inh 38%, 12-LOX inh -12% and rTrxR1 inhibitor 33%[activator].
O=C(CCNS(=O)(=O)c1ccc(Br)s1)Nc1ccc(Br)cc1 was read as RGS4 inhibitor 1%, ERG-DNA inh -2%, PGK inhibitor -3%, Pin1 inhibitor -1%, JMJD2A Tudor -4%, GLS inhibitor -9%, HP1b chromo inh 39%[activator], 12-LOX inh -14% and rTrxR1 inhibitor 5%.
`Cc1nc2cc(C)c(C)cc2s1` gave RGS4 inhibitor -34%, ERG-DNA inh -8%, PGK inhibitor inactive, Pin1 inhibitor -8%, JMJD2A Tudor -17%, GLS inhibitor -8%, HP1b chromo inh 29%, 12-LOX inh 1% and rTrxR1 inhibitor 23%[57.1 µM].
`O=C(NCCO)C(=O)Nc1c2c(nn1-c1ccc(F)cc1)CSC2` gave RGS4 inhibitor -33%, ERG-DNA inh 1%, PGK inhibitor -3%, Pin1 inhibitor -2%, JMJD2A Tudor 1%, GLS inhibitor 3%, HP1b chromo inh 43%[activator], 12-LOX inh 5% and rTrxR1 inhibitor 6%[57.1 µM].
`COc1ccc(/C=C(/NC(=O)c2cccs2)C(=O)N2CCOCC2)cc1OC` gave RGS4 inhibitor -23%, ERG-DNA inh -12%, PGK inhibitor inactive, Pin1 inhibitor -6%, JMJD2A Tudor 12%, GLS inhibitor 14%, HP1b chromo inh 38%, 12-LOX inh 14% and rTrxR1 inhibitor 3%[57.1 µM].
For Cc1cccc(NC(=S)NCc2ccco2)n1 the results were RGS4 inhibitor -23%, ERG-DNA inh -4%, PGK inhibitor 7%, Pin1 inhibitor 2%, JMJD2A Tudor 6%, GLS inhibitor -25%, HP1b chromo inh 27%, 12-LOX inh inconclusive and rTrxR1 inhibitor inconclusive.
Cc1ccc(NC(=O)CN2CCOCC2)c(Br)c1 was read as RGS4 inhibitor -17%, ERG-DNA inh 8%, PGK inhibitor -6%, Pin1 inhibitor 0%, JMJD2A Tudor -5%, GLS inhibitor 2%, HP1b chromo inh 19%, 12-LOX inh 10% and rTrxR1 inhibitor -3%.
For Clc1cccc(-c2nc(NCc3cccnc3)c3ccccc3n2)c1 the results were RGS4 inhibitor -36%, ERG-DNA inh 7%, PGK inhibitor -1%, Pin1 inhibitor inconclusive, JMJD2A Tudor -22%, GLS inhibitor 0%, HP1b chromo inh 33%, 12-LOX inh inconclusive and rTrxR1 inhibitor 16%.
Screening C=CCN=C1SCC(=O)N1S(=O)(=O)c1ccc(C)cc1 returned RGS4 inhibitor 2%, ERG-DNA inh 13%, PGK inhibitor 2%, Pin1 inhibitor inconclusive, JMJD2A Tudor 3%, GLS inhibitor 4%, HP1b chromo inh 43%[activator], 12-LOX inh -29% and rTrxR1 inhibitor -4%.
`O=C(c1ccc2c(=O)n(Cc3ccc4c(c3)OCO4)c(=O)[nH]c2c1)N1CCN(c2ccccc2)CC1` gave RGS4 inhibitor 12%, ERG-DNA inh 13%, PGK inhibitor 13%, Pin1 inhibitor -2%, JMJD2A Tudor -6%, GLS inhibitor -2%, HP1b chromo inh 31%, 12-LOX inh 4% and rTrxR1 inhibitor 4%.
For C=CCn1c(NCCOC)nc2c1c(=O)n(C)c(=O)n2C the results were RGS4 inhibitor 18%, ERG-DNA inh 10%, PGK inhibitor -5%, Pin1 inhibitor 0%, JMJD2A Tudor -2%, GLS inhibitor -2%, HP1b chromo inh 49%[activator], 12-LOX inh 0%&-33% and rTrxR1 inhibitor 1%.
For NC(=O)c1c(NC(=O)COC(=O)CSc2nnc(-c3ccc(Cl)cc3)o2)sc2c1CCC2 the results were RGS4 inhibitor 14%, ERG-DNA inh -1%, PGK inhibitor 6%, Pin1 inhibitor 50%[activator], JMJD2A Tudor -16%, GLS inhibitor 12%, HP1b chromo inh 11%, 12-LOX inh -12% and rTrxR1 inhibitor -33%[57.1 µM].
For CCOc1ccc(-c2oc3cc(Cl)ccc3c(=O)c2O)cc1OC the results were RGS4 inhibitor -7%, ERG-DNA inh 3%, PGK inhibitor 0%, Pin1 inhibitor 25%, JMJD2A Tudor -31%, GLS inhibitor 6%, HP1b chromo inh 36%, 12-LOX inh -27% and rTrxR1 inhibitor 21%.
Screening CCN(CC)C(=O)CSc1nc(Cc2ccccc2)nc2ccccc12 returned RGS4 inhibitor -8%, ERG-DNA inh -2%, PGK inhibitor -1%, Pin1 inhibitor -6%, JMJD2A Tudor -11%, GLS inhibitor -8%, HP1b chromo inh 21%, 12-LOX inh 10% and rTrxR1 inhibitor 6%.
`CCn1cc(C(=O)NCC2CCCO2)c2cc(OC)c(OC)cc2c1=O` (stereo not given) gave RGS4 inhibitor 0%[11.4 µM], ERG-DNA inh 3%, PGK inhibitor 0%, Pin1 inhibitor 0%, JMJD2A Tudor -10%[57.1 µM], GLS inhibitor -2%, HP1b chromo inh 24%, 12-LOX inh -4% and rTrxR1 inhibitor 6%[57.1 µM].
Cc1cc(C(=O)COC(=O)c2cccnc2Cl)c(C)n1CC1CCCO1 (stereo not given) was read as RGS4 inhibitor -2%, ERG-DNA inh 7%, PGK inhibitor -15%, Pin1 inhibitor -2%, JMJD2A Tudor -4%, GLS inhibitor 0%, HP1b chromo inh 27%, 12-LOX inh inconclusive and rTrxR1 inhibitor 10%.
CSc1ncccc1C(=O)OCC(=O)NC(=O)NCCC(C)C was read as RGS4 inhibitor -19%, ERG-DNA inh -2%, PGK inhibitor -7%, Pin1 inhibitor -1%, JMJD2A Tudor 1%, GLS inhibitor -6%, HP1b chromo inh 33%[activator], 12-LOX inh 41%[activator] and rTrxR1 inhibitor 3%[57.1 µM].
For Oc1ccc2cccnc2c1 the results were RGS4 inhibitor -17%[11.4 µM], ERG-DNA inh 12%, PGK inhibitor -5%, Pin1 inhibitor inconclusive, JMJD2A Tudor inconclusive, GLS inhibitor 20%, HP1b chromo inh 4%, 12-LOX inh 8% and rTrxR1 inhibitor -6%[57.1 µM].
O=C(CN1CCN(S(=O)(=O)c2ccccc2)CC1)Nc1ccc(N2CCOCC2)cc1 was read as RGS4 inhibitor -15%, ERG-DNA inh -5%, PGK inhibitor -7%, Pin1 inhibitor 0%, JMJD2A Tudor -9%, GLS inhibitor 30%, HP1b chromo inh 19%, 12-LOX inh -11% and rTrxR1 inhibitor 17%.
COc1ccccc1C(=O)N/N=C/c1ccc2c(c1)OCO2 was read as RGS4 inhibitor -10%, ERG-DNA inh 1%, PGK inhibitor -3%, Pin1 inhibitor 0%, JMJD2A Tudor -3%, GLS inhibitor 1%, HP1b chromo inh 22%, 12-LOX inh -28% and rTrxR1 inhibitor 10%.
Screening COc1ccc(Cl)cc1NC(=O)COC(=O)CCNC(C)=O returned RGS4 inhibitor 7%, ERG-DNA inh 1%, PGK inhibitor inactive, Pin1 inhibitor 0%, JMJD2A Tudor -1%, GLS inhibitor -5%, HP1b chromo inh 35%, 12-LOX inh -4% and rTrxR1 inhibitor 7%.
For CCOc1ccccc1NC(=O)CCNS(=O)(=O)c1ccccc1 the results were RGS4 inhibitor 26%, ERG-DNA inh 0%, PGK inhibitor inactive, Pin1 inhibitor 3%, JMJD2A Tudor -9%, GLS inhibitor 6%, HP1b chromo inh 36%, 12-LOX inh 19% and rTrxR1 inhibitor 21%.
Screening Cc1noc(NS(=O)(=O)c2ccc(N/C=C/C(=O)c3ccc(F)cc3)cc2)c1C returned RGS4 inhibitor -6%, ERG-DNA inh -5%, PGK inhibitor 1%, Pin1 inhibitor -10%, JMJD2A Tudor -32%, GLS inhibitor 16%, HP1b chromo inh 4%, 12-LOX inh -23% and rTrxR1 inhibitor -12%.
For O=S(=O)(Nc1ccc(F)c(C(F)(F)F)c1)c1ccc(N2CCCCS2(=O)=O)cc1 the results were RGS4 inhibitor -8%, ERG-DNA inh 9%, PGK inhibitor 7%, Pin1 inhibitor 0%, JMJD2A Tudor -8%, GLS inhibitor 8%, HP1b chromo inh 66%[activator], 12-LOX inh -16% and rTrxR1 inhibitor 8%[57.1 µM].
For CCCCN1C(=O)CC(C(=O)O)C1c1ccc(OC)cc1 (stereo not given) the results were RGS4 inhibitor 0%, ERG-DNA inh -3%, PGK inhibitor -9%, Pin1 inhibitor 0%, JMJD2A Tudor -4%, GLS inhibitor -3%, HP1b chromo inh 45%[activator], 12-LOX inh 0% and rTrxR1 inhibitor 10%.
CCCCOc1ccc(C(=O)Nc2ccc3c(c2)OCO3)cc1 was read as RGS4 inhibitor -7%, ERG-DNA inh 4%, PGK inhibitor -8%, Pin1 inhibitor 18%, JMJD2A Tudor -18%, GLS inhibitor -5%, HP1b chromo inh 1%[57 µM], 12-LOX inh 4% and rTrxR1 inhibitor 15%.
